ABCB6 inh MLPCN: ABCB6 transporter inhibitors, primary screen, K562-ABCB6 cells, flow cytometry, MLPCN library; ATP-binding cassette sub-family B member 6 (Homo sapiens), Q9NP58; K562-ABCB6 porphyrin accumulation, 1 h; stronger effect = lower value; fluorescence ratio to DMSO, % at 10 µM; actives 0.19% (n = 360,000); AID 602162, 2011;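 active means fluorescence ratio to DMSO below 75%, the collection mean minus 3 SD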;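 further: signal is porphyrin accumulated inside mitochondria; 100% equals median channel fluorescence of DMSO control wells; lower ratio means ABCB6 inhibition with less porphyrin fluorescence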
MC4R barr agon: MC4R agonists recruiting beta-arrestin, primary screen, cell-based, luminescence, agonist arm of biased-ligand search; Melanocortin receptor 4 (Homo sapiens), P32245; U2OS MC4R beta-arrestin complementation; percent of melanotan II response, DMSO zero; activation, % at 8.9 µM; actives 0.98% (n = 360,000); AID 540308, 2011;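 active means activation above a per-plate cutoff, the mean activation of sample wells on that plate plus 3 SD, cut at about 8% in these data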
Target sequence (P32245 whole entry, looked up): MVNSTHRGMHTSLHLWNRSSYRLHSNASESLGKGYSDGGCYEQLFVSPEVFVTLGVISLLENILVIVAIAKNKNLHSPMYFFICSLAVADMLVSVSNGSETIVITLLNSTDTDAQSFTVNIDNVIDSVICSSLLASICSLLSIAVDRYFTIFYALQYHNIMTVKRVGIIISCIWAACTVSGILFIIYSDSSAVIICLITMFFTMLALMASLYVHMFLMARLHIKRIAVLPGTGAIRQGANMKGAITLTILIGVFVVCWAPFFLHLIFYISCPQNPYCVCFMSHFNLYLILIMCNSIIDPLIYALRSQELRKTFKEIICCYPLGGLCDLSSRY
CaV13 ICDI inh: Disruptors of the CACNA1D IQ motif to Ca2+-dependent inactivation inhibitor domain association, primary screening, Förster resonance energy transfer in intact living …; HEK cells, CFP/YFP FRET ICDI-IQ, plate reader, 10 min; percent FRET-ratio fall versus neutral wells; inhibition, % at 12.3 µM; actives 0.098% (n = 340,000);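 active means mean replicate inhibition of at least 30% and at least 1% of replicates passing that level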;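 further: 0% = median of the neutral control wells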
m5-HT2A agonist: mouse Htr2a agonists via beta-arrestin recruitment, primary screen, cell-based, luminescence; 5-hydroxytryptamine receptor 2A (Mus musculus), P35363; CHO-K1 mHTR2A beta-arrestin complementation; percent of 30 µM serotonin response; activation, % at 7.6 µM; actives 0.66% (n = 360,000); AID 624169, 2012;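 active means activation above a run cutoff, the mean activation of all tested compounds plus 3 SD, cut at about 14% in these data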;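 further: 0% = plate median of compound wells and 100% = 30 µM serotonin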
Target sequence (P35363 whole entry, looked up): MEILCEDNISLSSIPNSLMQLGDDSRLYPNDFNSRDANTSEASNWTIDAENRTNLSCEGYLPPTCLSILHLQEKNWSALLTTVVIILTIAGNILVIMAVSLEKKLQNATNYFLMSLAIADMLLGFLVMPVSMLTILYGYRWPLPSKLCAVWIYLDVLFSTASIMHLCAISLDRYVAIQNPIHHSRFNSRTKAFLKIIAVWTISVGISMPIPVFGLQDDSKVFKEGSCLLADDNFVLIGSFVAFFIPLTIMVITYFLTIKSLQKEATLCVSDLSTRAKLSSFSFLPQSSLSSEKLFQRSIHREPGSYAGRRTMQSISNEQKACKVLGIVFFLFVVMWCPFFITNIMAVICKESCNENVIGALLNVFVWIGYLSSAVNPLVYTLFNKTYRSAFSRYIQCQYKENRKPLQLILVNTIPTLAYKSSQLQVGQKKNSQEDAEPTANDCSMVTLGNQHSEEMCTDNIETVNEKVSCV
MC4R antag cAMP: MC4R antagonists of cAMP signaling, primary screen, cell-based, TR-FRET, antagonist arm of biased-ligand search. Melanocortin receptor 4 (Homo sapiens), P32245. MC4R-expressing cells, MTII-stimulated cAMP, LANCE TR-FRET. inhibition, % at 6.5 µM. actives 0.48% (n = 360,000);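 active means inhibition above its plate's cutoff, the mean of tested wells on that plate plus 3 SD, cut at about 29% in these data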;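 further: 0% = Melanotan II alone and 100% = Melanotan II plus saturating MCL0020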
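Material: U2OS-MC4R stable cell line | Reagent: Melanotan II challenge after compound preincubation | Doses: One concentration, 6.5 µM nominal | Incubation: 30-min compound preincubation, 1-h Melanotan II challenge, 1-h detection, room temperature | Signal: TR-FRET cAMP assay | Replicates: One well per compound, no replicates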
Glyco luc inh: increase of ERlucT glycosylation luciferase signal, primary screen, N-linked glycosylation inhibitor project, D54 ERlucT cells, luminescence, set 2; D54 ERlucT glycosylation luciferase reporter, 24 h; percent of 100 nM tunicamycin response; reporter increase, % at 12.5 µM; actives 0.23% (n = 360,000);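 active means mean luciferase reporter signal, scaled so untreated is 0 and the glycosylation-blocking control 100, at or above a set limit in every replicate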;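 further: luciferase carries N-glycosylation sites so blocking glycosylation raises the light; 0% = median of neutral control wells and 100% = median of 100 nM tunicamycin wells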
Cardio protect: cardioprotection against H2O2-induced cell death, primary screen, uHTS, H9c2 cells, ATPLite luminescence | protection from H2O2 cell death, % at 20 µM | AID 588492, 2011 | H9c2 cardiomyocytes, H2O2 injury protection, 2 h | actives 0.63% (n = 360,000);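 active means compounds giving at least 50% protection of heart cells from peroxide-induced death in the single-dose screen, raw or plate-pattern-corrected value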;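 further: 0% = DMSO wells with peroxide and 100% = DMSO wells without peroxide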
Exocytosis inh: LAMP-1 surface exposure blockers, TALL-104 cells – cell-based, flow cytometry, MLPCN library, primary screen. inhibition, % at 10 µM. actives 0.66% (n = 360,000). TALL-104 LAMP-1 surface exposure; cells stimulated with thapsigargin and PMA;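 active means inhibition above about 55%, limit read from the data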
ABHD5 PLIN5 PPI: ABHD5-PLIN5 interaction inhibitors, primary screen, cell lysate, split luciferase complementation, luminescence; Perilipin-5 (Homo sapiens) + 1-acylglycerol-3-phosphate O-acyltransferase ABHD5 (Homo …; Split G. princeps luciferase complementation, 4 h; inhibition, % at 4 µM; actives 0.78% (n = 360,000); AID 602281, 2012;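 active means inhibition above the mean inhibition across every tested compound plus 3 SD, cut at about 22% in these data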;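 further: 0% = DMSO only wells and the 100% control is not disclosed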
PDI turbidity: inhibitors of human PDI, primary screen, biochemical, turbidity, single point, plate reader; Protein disulfide-isomerase (Homo sapiens), P07237; PDI insulin aggregation turbidity, A650, 90 min; inhibition, % at 10 µM; actives 0.052% (n = 350,000); AID 588391, 2011;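 active means mean inhibition across replicates of 30% or more, whatever share of single replicates reach that level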;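 further: absorbance from insulin aggregation driven by PDI reduction with DTT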
* = called active by the depositor.

Screening O=C(CN1CCN(S(=O)(=O)N2CCCCC2)CC1)Nc1ccc(Br)cc1 returned ABCB6 inh MLPCN 102, MC4R barr agon -3.7, CaV13 ICDI inh -9, m5-HT2A agonist -12, MC4R antag cAMP 8, Glyco luc inh -2, Cardio protect -3, Exocytosis inh -2, ABHD5 PLIN5 PPI -1 and PDI turbidity 13.
Screening CC1(C(=O)NC2CCCCC2)CCC(=O)N1CCOc1ccccc1 (stereo unspecified) returned ABCB6 inh MLPCN 88, CaV13 ICDI inh -9, m5-HT2A agonist 5, Glyco luc inh 1, Cardio protect 2, Exocytosis inh -2 and ABHD5 PLIN5 PPI 6.
`CC(C)CCN(C(=O)c1csnn1)C(C(=O)NC1CCCC1)c1ccc(F)cc1` (stereo unspecified) gave ABCB6 inh MLPCN 99, MC4R barr agon 0.9, CaV13 ICDI inh -3, m5-HT2A agonist 4, MC4R antag cAMP 0, Glyco luc inh 0, Cardio protect 12, Exocytosis inh -5, ABHD5 PLIN5 PPI -1 and PDI turbidity -2.
Screening O=C(CNc1ccccc1N1CCCC1=O)Nc1cc(C(F)(F)F)ccc1-n1cncn1 returned ABCB6 inh MLPCN 99, MC4R barr agon 0.7, CaV13 ICDI inh -2, m5-HT2A agonist 5, MC4R antag cAMP 1, Glyco luc inh 0, Cardio protect 6, Exocytosis inh 2, ABHD5 PLIN5 PPI -2 and PDI turbidity -7.
Screening CN(C)c1ccc(N2CC(C)(C)C2=O)cc1 returned ABCB6 inh MLPCN 103, MC4R barr agon -1.1, CaV13 ICDI inh -5, m5-HT2A agonist 1, MC4R antag cAMP 14, Glyco luc inh 3, Cardio protect 2, Exocytosis inh -2, ABHD5 PLIN5 PPI -4 and PDI turbidity -1.
Screening CCOC(=O)c1ccc(NC(=S)N2CCCC(C(=O)N3CCCC3)C2)cc1 (stereo unspecified) returned ABCB6 inh MLPCN 98, MC4R barr agon -1.6, CaV13 ICDI inh -5, m5-HT2A agonist -2, MC4R antag cAMP -4, Glyco luc inh 1, Cardio protect 7, Exocytosis inh -2, ABHD5 PLIN5 PPI -8 and PDI turbidity 2.
Cn1nc(NC(=O)C(F)(F)F)c2ncc(-c3ccc(Cl)cc3)nc21 was read as ABCB6 inh MLPCN 99, MC4R barr agon -1.3, CaV13 ICDI inh -18, m5-HT2A agonist 2, MC4R antag cAMP 10, Glyco luc inh 0, Cardio protect 2, Exocytosis inh 6, ABHD5 PLIN5 PPI 5 and PDI turbidity -1.
`COc1ccccc1-n1c(=S)sc2c(=O)n(Cc3ccco3)c(SC)nc21` gave ABCB6 inh MLPCN 100, MC4R barr agon -0.8, CaV13 ICDI inh -9, m5-HT2A agonist -6, MC4R antag cAMP 3, Glyco luc inh -4, Cardio protect 2, Exocytosis inh 2, ABHD5 PLIN5 PPI 4 and PDI turbidity -5.
Screening COc1ccc(NC2CCCN(C(=O)COc3ccc(C)cc3)C2)cc1 (stereo unspecified) returned ABCB6 inh MLPCN 100, MC4R barr agon -3.2, CaV13 ICDI inh -6, m5-HT2A agonist -2, MC4R antag cAMP 5, Glyco luc inh 0, Cardio protect -1, Exocytosis inh -15, ABHD5 PLIN5 PPI -6 and PDI turbidity 1.
C=CCn1c(C)cc(C(=O)COC(=O)c2ccc(N)c([N+](=O)[O-])c2)c1C was read as ABCB6 inh MLPCN 93, MC4R barr agon 3.2, CaV13 ICDI inh -5, m5-HT2A agonist -1, MC4R antag cAMP 10, Glyco luc inh -10, Cardio protect -10, Exocytosis inh -3, ABHD5 PLIN5 PPI -2 and PDI turbidity -2.
For CCOc1cccc(-c2nnc(SCC(=O)Nc3ccc(OC)c(OC)c3)n2N)c1 the results were ABCB6 inh MLPCN 97, MC4R barr agon -1.5, CaV13 ICDI inh -5, m5-HT2A agonist 4, MC4R antag cAMP -1, Glyco luc inh -1, Cardio protect -2, Exocytosis inh -6, ABHD5 PLIN5 PPI 4 and PDI turbidity -4.
For CC(C)=C1SC(N2CCCCC2)=NC1=O the results were ABCB6 inh MLPCN 99, MC4R barr agon -0.3, m5-HT2A agonist 3, MC4R antag cAMP 0, Glyco luc inh -1, Cardio protect -15, Exocytosis inh 2, ABHD5 PLIN5 PPI 6 and PDI turbidity 7.
O=C(c1ccncc1)N1N=C(C2CC2)CC1(O)C(F)(F)F (stereo unspecified) was read as ABCB6 inh MLPCN 104, MC4R barr agon -2.5, CaV13 ICDI inh -17, m5-HT2A agonist -2, MC4R antag cAMP -2, Glyco luc inh 0, Cardio protect -7, Exocytosis inh 0, ABHD5 PLIN5 PPI -2 and PDI turbidity 3.
For CCN1CCN(C(=O)C2CCN(S(=O)(=O)c3ccc(SC)cc3)CC2)CC1 the results were ABCB6 inh MLPCN 99, MC4R barr agon 0.2, CaV13 ICDI inh -3, m5-HT2A agonist 4, MC4R antag cAMP 8, Glyco luc inh 1, Cardio protect 4, Exocytosis inh -9, ABHD5 PLIN5 PPI 4 and PDI turbidity -1.
`Cc1ccc(CCN2CCN=C2Nc2ccccc2)cc1` gave ABCB6 inh MLPCN 98, MC4R barr agon -0.3, CaV13 ICDI inh -10, m5-HT2A agonist -4, MC4R antag cAMP -2, Glyco luc inh -1, Cardio protect 8, Exocytosis inh 2, ABHD5 PLIN5 PPI 2 and PDI turbidity 4.
`CCc1c(C)nc2ncnn2c1NCCc1ccc(OC)c(OC)c1` gave ABCB6 inh MLPCN 87, MC4R barr agon -0.4, CaV13 ICDI inh -7, m5-HT2A agonist 2, MC4R antag cAMP 2, Glyco luc inh -2, Cardio protect -5, Exocytosis inh 0, ABHD5 PLIN5 PPI -6 and PDI turbidity 1.
For CC(C)(C)c1ccc(S(=O)(=O)N2CCc3nc4ccccc4c(C(=O)O)c3C2)cc1 the results were ABCB6 inh MLPCN 98, MC4R barr agon 0.9, CaV13 ICDI inh -4, m5-HT2A agonist 4, MC4R antag cAMP 10, Glyco luc inh -1, Cardio protect 6, Exocytosis inh -10, ABHD5 PLIN5 PPI -5 and PDI turbidity -1.
`O=C(Nc1ccccc1)c1cc(S(=O)(=O)N2CCSCC2)ccc1Cl` gave ABCB6 inh MLPCN 104, MC4R barr agon -1.6, CaV13 ICDI inh -5, m5-HT2A agonist -1, MC4R antag cAMP 12, Glyco luc inh -1, Cardio protect 6, Exocytosis inh -6, ABHD5 PLIN5 PPI 6 and PDI turbidity 0.
Screening COc1ccc(-c2[nH]ncc2CN2CCN(Cc3cccs3)CC2)cc1F returned ABCB6 inh MLPCN 97, MC4R barr agon 4.8, CaV13 ICDI inh -17, m5-HT2A agonist -5, MC4R antag cAMP 9, Glyco luc inh 0, Cardio protect -6, Exocytosis inh 8, ABHD5 PLIN5 PPI 5 and PDI turbidity 2.
`Cc1ccc(OCCNC(=O)c2cc(=O)[nH]c3ccccc23)cc1` gave ABCB6 inh MLPCN 91, MC4R barr agon -0.1, CaV13 ICDI inh -4, m5-HT2A agonist -6, MC4R antag cAMP 6, Glyco luc inh 1, Cardio protect 1, Exocytosis inh -5, ABHD5 PLIN5 PPI -1 and PDI turbidity -1.
Screening COC(=O)CC1C(=O)NCCN1C(=O)Nc1ccc(Cl)cc1 (stereo unspecified) returned ABCB6 inh MLPCN 97, MC4R barr agon -0.6, CaV13 ICDI inh -3, m5-HT2A agonist 4, MC4R antag cAMP 3, Glyco luc inh 1, Cardio protect 2, Exocytosis inh -2, ABHD5 PLIN5 PPI -4 and PDI turbidity 6.
`Cc1cn([C@H]2C[C@H](O)[C@@H](CNC(=O)[C@H](N)C3CC3)O2)c(=O)[nH]c1=O` gave ABCB6 inh MLPCN 101, MC4R barr agon -1.4, CaV13 ICDI inh -2, m5-HT2A agonist 6, MC4R antag cAMP 0, Glyco luc inh 2, Cardio protect -2, Exocytosis inh -7, ABHD5 PLIN5 PPI 6 and PDI turbidity -5.
`CCOc1ncccc1C(=O)NCCc1ccc(Cl)cc1` gave ABCB6 inh MLPCN 94, MC4R barr agon -0.5, CaV13 ICDI inh -19, m5-HT2A agonist 1, MC4R antag cAMP 18, Glyco luc inh -2, Cardio protect 6, Exocytosis inh -5, ABHD5 PLIN5 PPI -1 and PDI turbidity 7.
COC(=O)CCC(=O)COc1ccc(OC)cc1C#N was read as ABCB6 inh MLPCN 95, MC4R barr agon -2.4, CaV13 ICDI inh -7, m5-HT2A agonist 1, MC4R antag cAMP 0, Glyco luc inh 0, Cardio protect -2, Exocytosis inh 1, ABHD5 PLIN5 PPI -1 and PDI turbidity -10.
`Cc1ccc(C)c(S(=O)(=O)N2CCN(C(=O)C3CC3C)CC2)c1` (stereo unspecified) gave ABCB6 inh MLPCN 97, MC4R barr agon 0.0, CaV13 ICDI inh -3, m5-HT2A agonist 1, MC4R antag cAMP 8, Glyco luc inh 2, Cardio protect 6, Exocytosis inh 2, ABHD5 PLIN5 PPI 11 and PDI turbidity 7.
Screening COc1ccc(CCN2C(=O)NC(NC(=O)CCc3ccccc3)(C(F)(F)F)C2=O)cc1OC (stereo unspecified) returned ABCB6 inh MLPCN 90, MC4R barr agon -2.9, CaV13 ICDI inh -3, m5-HT2A agonist 4, MC4R antag cAMP 2, Glyco luc inh -1, Cardio protect -2, Exocytosis inh 3, ABHD5 PLIN5 PPI 5 and PDI turbidity 17.
Screening CN(Cc1ccccc1Cl)C(=O)CNC(=O)C12CC3CC(CC(C3)C1)C2 returned ABCB6 inh MLPCN 98, MC4R barr agon -1.6, CaV13 ICDI inh -19, m5-HT2A agonist -1, MC4R antag cAMP 3, Glyco luc inh -1, Cardio protect 4, Exocytosis inh 2, ABHD5 PLIN5 PPI 12 and PDI turbidity 4.
Screening COc1ccc(CNC(=O)C(=O)NCCC2CCCCN2S(=O)(=O)c2ccc(C)cc2)cc1 (stereo unspecified) returned ABCB6 inh MLPCN 101, MC4R barr agon -5.2, CaV13 ICDI inh -6, m5-HT2A agonist 8, MC4R antag cAMP 3, Glyco luc inh -4, Cardio protect -8, Exocytosis inh 19, ABHD5 PLIN5 PPI -2 and PDI turbidity 3.
COc1ccccc1N1CCN(C(=O)CCCn2nc(C)c([N+](=O)[O-])c2C)CC1 was read as ABCB6 inh MLPCN 96, MC4R barr agon -1.2, CaV13 ICDI inh -1, m5-HT2A agonist 1, MC4R antag cAMP -1, Glyco luc inh 1, Cardio protect 11, Exocytosis inh -2, ABHD5 PLIN5 PPI 3 and PDI turbidity 7.

Assay outcomes: PubChem BioAssay, several laboratories

The order is random, and some 4.2% of all compounds hit somewhere here.
